High-throughput results from PubChem BioAssay.
PP5 primary – inhibitors of human protein phosphatase 5 (PP5) | P53041 | purified PP5c, OMFP substrate fluorescence | inhibition, % at 6.7 µM | hit rate 0.18% among 320,000 | AID 1987;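 active = inhibition above the campaign's mean inhibition across all tested compounds plus 3 SD, cut at about 9.5% in these data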;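 also: 0% = DMSO only and 100% = 100 µM cantharidin control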
Target sequence (P53041 whole entry, looked up): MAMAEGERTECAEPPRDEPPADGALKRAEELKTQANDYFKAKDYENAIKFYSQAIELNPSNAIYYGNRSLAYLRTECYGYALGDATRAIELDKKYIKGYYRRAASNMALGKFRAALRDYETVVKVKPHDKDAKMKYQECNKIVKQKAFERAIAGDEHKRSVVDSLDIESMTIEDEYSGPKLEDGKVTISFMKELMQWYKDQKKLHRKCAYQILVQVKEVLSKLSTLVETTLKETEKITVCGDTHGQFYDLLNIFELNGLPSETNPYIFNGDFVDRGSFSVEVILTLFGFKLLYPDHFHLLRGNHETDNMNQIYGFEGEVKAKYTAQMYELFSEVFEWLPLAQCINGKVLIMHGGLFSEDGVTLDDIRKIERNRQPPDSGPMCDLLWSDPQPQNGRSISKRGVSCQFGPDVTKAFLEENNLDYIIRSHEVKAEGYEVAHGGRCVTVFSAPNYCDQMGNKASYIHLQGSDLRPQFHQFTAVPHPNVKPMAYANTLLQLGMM
JMJD2C inh – blocks human GASC-1 demethylase activity | Q9H3R0 | GST-JMJD2C(1-420) H3K9me3 demethylation, DELFIA europium | inhibition, % at 2.35 µM | hit rate 0.069% among 330,000 | AID 2099;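 active = more than half of a compound's replicate wells show inhibition beyond 50%, single wells judged on their own value; inconclusive = some, but no more than half, of replicates pass 50% inhibition; inactive = no replicate passes 50% inhibition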;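 also: signal counts dimethyl H3K9 product captured on neutravidin plate; 0% = median of DMSO wells and 100% = 0.3 times that DMSO median; strong numbers were not always called active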
proCasp7 act – counter-screen for procaspase-3 activators: activators of human procaspase-7; P55210; activation, % at 8.5 µM; recombinant procaspase-7, Ac-DEVD-pNA absorbance 405 nm; D23A/D198A/D206A triple mutant, cannot self-cleave; scale: DMSO 0, 5 µM enzyme 100; hit rate 0.093% among 330,000; AID 463210;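 active = percent activation above the screen-wide mean plus 3 SD, cut at about 25% in these data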
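Assay system: Uncleavable procaspase-7 mutant enzyme; Input: 2 µM procaspase-7 mutant as dispensed; Also added: DEVD-pNA substrate; Medium: Zinc-free HEPES pH 7.4 with 300 mM NaCl, 0.01% Triton X-100; Timing: 1 h compound preincubation, 2 h substrate cleavage, 25 °C; Measured by: Epi-absorbance of released pNA at 405 nm, two timepoints.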
core dimer inh – blocks dimerization of HCV core protein; TR-FRET GST/Flag-core106 dimerization, 1536-well; inhibition, % at 5 µM; hit rate 0.33% among 300,000; AID 1899;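 active = inhibition above the mean of all tested compounds plus 3 SD, set per screening campaign, cut at about 45% in these data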
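System – GST-tagged and Flag-tagged HCV core protein residues 1-106 · Repeats – one well for each compound · Technique – TR-FRET 671 and 617 nm emission · Doses – one concentration, 5 µM, in 0.5% DMSO · Times – 4 h, 22.5 °C incubation · Also added – Eu donor and XL665 acceptor anti-tag antibodies · Measure – percent inhibition of core106 dimerization signal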
Fh CTSL1 inh – counter-screen for PFM18AAP inhibitors: inhibitors of F. hepatica cathepsin L1. recombinant F. hepatica cathepsin L1, Z-Leu-Arg-MCA fluorescence. hit rate 0.49% among 300,000. inhibition, % at 5.96 µM;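 active = inhibition above the mean of all tested compounds plus 3 SD, set per screening campaign, cut at about 17% in these data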;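 also: 0% = plate median of test compound wells and 100% = 1 µM Z-Phe-Ala-diazomethylketone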
procasp3 activ – activates human procaspase-3. activation, % at 8.5 µM. recombinant procaspase-3 D3A, Ac-DEVD-pNA absorbance 405 nm. hit rate 0.11% among 330,000. AID 463141. P42574;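 active = activation above the mean of all tested compounds plus 3 SD, cut at about 21% in these data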;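 also: 0% = DMSO alone and 100% = DMSO wells spiked with extra 5 µM PC-3 D3A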
Target sequence (P42574 whole entry D9A/D28A/D175A): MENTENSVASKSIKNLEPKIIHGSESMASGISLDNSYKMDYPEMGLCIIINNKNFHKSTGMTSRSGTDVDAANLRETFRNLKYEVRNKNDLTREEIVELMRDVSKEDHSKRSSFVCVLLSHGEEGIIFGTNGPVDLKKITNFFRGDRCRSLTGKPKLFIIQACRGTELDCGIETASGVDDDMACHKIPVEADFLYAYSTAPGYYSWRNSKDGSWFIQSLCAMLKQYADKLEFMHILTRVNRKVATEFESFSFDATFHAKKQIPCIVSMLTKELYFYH
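material = Procaspase-3 D3A mutant | probe or stimulus = Ac-DEVD-pNA | compound = single dose, 8.5 µM nominal compound, 0.8% DMSO | timing = 1 h preincubation, 2 h reaction | measured by = 405 nm absorbance of p-nitroaniline, reads at 0 and 120 min | benchmarks = DMSO-only low control, 5 µM PC-3 D3A high control | repeats = singlicate, each compound tested once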
Efflux pump mplx – inhibitors of Candida antifungal efflux pumps expressed in yeast; S. cerevisiae Candida pump triplex, Nile Red efflux; inhibition, % at 10 µM; hit rate 0.44% among 330,000;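 active = plate passing quality check with inhibition over a set limit, or well fluorescence over plate mean plus 4 SD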;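 also: Nile Red retained in pooled yeast measured as flow cytometry median fluorescence; 0% = buffer negative control and 100% = Enniatin B positive control; higher means more Nile Red kept so more efflux inhibition; some compounds called inactive have numbers as strong as hits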
PP1 inh – PP1-alpha (human) inhibition in PP5 counter-screen. P62136. purified PP1alpha, OMFP fluorescence. inhibition, % at 6.7 µM. hit rate 0.9% among 320,000;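 active = inhibition above the mean inhibition of all tested compounds plus 3 SD, computed separately for each screening campaign, cut at about 15% in these data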
Target sequence (P62136 whole entry, looked up): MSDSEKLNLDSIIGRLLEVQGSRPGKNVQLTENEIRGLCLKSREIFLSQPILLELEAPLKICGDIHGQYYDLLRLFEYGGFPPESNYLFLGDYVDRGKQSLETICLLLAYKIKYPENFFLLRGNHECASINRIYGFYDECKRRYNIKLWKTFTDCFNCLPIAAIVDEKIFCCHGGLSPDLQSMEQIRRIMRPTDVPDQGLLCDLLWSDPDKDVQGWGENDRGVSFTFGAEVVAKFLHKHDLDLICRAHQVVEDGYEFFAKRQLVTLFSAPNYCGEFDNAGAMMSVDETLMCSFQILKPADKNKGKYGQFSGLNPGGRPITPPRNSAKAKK
TPT1 inh – blocks Candida albicans tRNA 2'-phosphotransferase. recombinant caTPT1, FP RNA substrate dephosphorylation. inhibition, % at 5 µM. hit rate 0.81% among 300,000. AID 1962;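 active = inhibition above the mean of all tested compounds plus 3 SD, set per screening campaign, cut at about 24% in these data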;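 also: plate controls were DMSO alone for no effect and ferristatin control at 100 nM for full effect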
The depositor's hits bear a star; ? = inconclusive; · = not tested or not shown.

SMILES	PP5 primary	JMJD2C inh	proCasp7 act	core dimer inh	Fh CTSL1 inh	procasp3 activ	Efflux pump mplx	PP1 inh	TPT1 inh
Oc1c(Cl)cc(Cl)c(Cl)c1Cc1c(O)c(Cl)cc(Cl)c1Cl	5.0	?	-5	13	-1	4	0.1	21*	4
CC(/C=C/c1ccco1)=N\NC(=O)c1cccnc1	4.2	111	-7	10	-8	-1	0.2	-3	2
COCCNC(=O)CN1C(=O)CSc2ncccc21	1.6	-2	-3	2	2	3	-0.1	-5	-2
Cc1ccc(OCC(O)CN2CCN(CC(O)COc3ccc(C)cc3)CC2)cc1 (stereo unspecified)	0.4	3	4	-8	-2	6	0.0	-2	-2
O=C(c1ccc(NS(=O)(=O)c2ccc(F)cc2)cc1)N1CCCCCC1	-0.1	8	6	5	-2	-4	0.0	-6	1
C=CCOc1ccc(C=Nc2ccc(C)c(Cl)c2)c(O)c1	2.5	6	-6	0	-2	-1	0.0	2	0
COC(=O)c1ccc(CSc2nnc(CNC(=O)c3ccccc3F)o2)o1	0.5	15	6	1	-1	2	-0.1	-1	-7
Cc1cccc(OC(=O)Cn2c(C(F)(F)F)nc3ccccc32)c1	2.9	4	9	-2	0	8	-0.1	-3	-2
CCOC(=O)c1c(C)n(C)c2ccc(OC)c(NC(=O)CN3CCN(C(=O)c4ccco4)CC3)c12	-1.9	-4	-3	3	0	3	0.1	0	-3
CCOC(=O)c1cc(-c2ccccc2)nn1CCC#N	-1.9	11	6	-3	-4	7	0.0	-2	3
O=C(CCC1N=C2c3ccccc3N=C(SCC(=O)NCC3CCCO3)N2C1=O)NCc1ccc(F)cc1 (stereo unspecified)	0.1	3	7	3	2	13	-0.2	-3	-1
O=C(CSc1nc2ccccc2c(=O)[nH]1)Nc1ccc(S(=O)(=O)N2CCCC2)cc1	3.5	2	2	4	-3	1	0.1	-1	-2
C/C(=N\NC(=S)NC1CCCCC1)c1ccccc1	2.4	0	-4	-3	-1	-6	-0.1	6	-1
CC(=O)NC12CC3CC(C)(C1)CC(NC(C)=O)(C3)C2	-3.7	-2	6	-3	-2	3	-0.1	-3	1
COc1ccccc1/C=C(/C(=O)OCC(=O)NCc1ccccc1)c1ccccc1	6.7	-5	21	-2	-2	0	0.2	7	-1
O=S(=O)(c1ccccc1)c1nc(-c2ccccc2Cl)oc1NCCN1CCOCC1	0.1	-2	-2	-2	2	4	-0.1	0	-2
Cn1nccc1NS(=O)(=O)c1ccc(F)cc1	1.3	-2	4	-1	-6	3	0.1	-9	-2
CC(=O)OC(C(=O)NC1CCCCC1)c1ccccc1F (stereo unspecified)	1.0	-1	1	-2	-20	3	0.1	2	-1
Cc1ccc2nc3c(cc(C(=O)NCCc4ccccc4)c(=N)n3CC3CCCO3)c(=O)n2c1 (stereo unspecified)	-0.1	-2	-10	4	2	-7	0.2	1	-1
Cc1ccc(C(=O)N(C)CCOc2ccccc2)cc1S(=O)(=O)N1CCCCC1	3.6	1	-1	·	·	11	0.1	0	·
Cc1c(C=NNC(=O)c2ccc(Br)cc2)c2ccccn2c1C(=O)c1ccncc1	·	-3	1	·	·	14	0.0	·	·
Cc1ccc2c(c1)c(C)cc[n+]2Cc1ccccc1	-0.9	3	6	-4	-3	-4	-0.1	-1	-1
O=C(O)c1ccc(N/N=C/c2cccc3nccnc23)cc1	0.6	0	-1	-23	2	1	-0.1	0	8
O=C(/C=C/c1c[nH]c2ccccc12)c1cccc2ccccc12	-1.5	2	-15	5	4	-4	0.2	-1	15
C=CCN(Cc1cccs1)C(=O)CN1CCN(S(=O)(=O)c2ccc3c(c2)OCCCO3)CC1	0.5	·	8	·	·	0	-0.2	-1	·
O=[N+]([O-])c1ccc(C2CN=C(Nc3ccccc3)S2)cc1 (stereo unspecified)	2.3	-4	7	9	2	6	-0.1	0	1
COCCn1c(C)cc(/C=N/NC(=O)c2cc3ccccc3cc2O)c1C	3.6	2	-2	·	·	12	-0.3	6	·
COc1ccc(C(=O)c2c(C)oc3ccc(O)cc23)c(OC)c1	0.5	4	8	-5	2	3	0.0	-1	-4
COc1ccccc1N1CCN(/N=C\C(Br)=C\c2ccccc2)CC1	1.7	5	-2	-3	4	-1	0.0	-1	4
O=C(/C=C/c1ccc(NC(=O)c2ccccc2-c2ccccc2C(=O)O)cc1)c1ccccc1	0.5	-1	-11	35	6	-5	1.2	17*	20
CC1CCCN(S(=O)(=O)c2ccc(CN3C(=O)c4cccnc4C3=O)cc2)C1 (stereo unspecified)	2.7	-1	-8	4	-4	4	0.1	-7	0
CC(=O)N1CCN(CC(=O)Nc2cccc(S(=O)(=O)N3CCCCCC3)c2)CC1	1.9	-8	4	-2	2	3	-0.1	-2	-1
COc1ccc(Cl)cc1Nc1nc(C)nc2c1oc1ccccc12	1.1	1	-4	6	3	2	0.1	3	4
CCn1c(SCc2nc(-c3ccccc3)no2)nnc1-c1cccs1	-0.1	0	4	10	-11	8	0.0	-7	0
CCOC(=O)[C@@H]1[C@H]2COc3ccccc3[C@@H]2N2C(=O)N(c3ccc(Br)cc3)C(=O)[C@]12C	·	-1	3	·	·	3	-0.1	·	·
CCc1ccc(CN/C=C/C(=O)c2ccc(Br)cc2)cc1	1.7	-10	-36	8	1	-34	0.0	2	5
Cc1ccc(CS(=O)(=O)Cc2ccc(C(=O)NCc3cccnc3)o2)cc1	-0.7	-1	-3	3	3	-2	0.0	-1	-6
Oc1c(C(c2ccccc2)N2CCCCC2)sc2ncnn12 (stereo unspecified)	0.4	-5	2	-3	0	6	-0.2	-3	-3
Cc1nc2n(n1)C(O)c1cc([N+](=O)[O-])ccc1S2 (stereo unspecified)	-1.4	40	-3	-3	6	5	0.0	-5	2
Cc1cc(NC(=O)COC(=O)[C@@H](NS(=O)(=O)c2ccc(Br)cc2)C(C)C)no1	0.0	-10	4	-3	-17	-3	0.0	-3	0

Complete entries, quoted from the list. Values in the order: PP5 primary	JMJD2C inh	proCasp7 act	core dimer inh	Fh CTSL1 inh	procasp3 activ	Efflux pump mplx	PP1 inh	TPT1 inh
CCOC(=O)[C@@H]1[C@H]2COc3ccccc3[C@@H]2N2C(=O)N(c3ccc(Br)cc3)C(=O)[C@]12C in the list: ·	-1	3	·	·	3	-0.1	·	·
Cc1ccc(CS(=O)(=O)Cc2ccc(C(=O)NCc3cccnc3)o2)cc1 in the list: -0.7	-1	-3	3	3	-2	0.0	-1	-6

Going on with the list:
SMILES	PP5 primary	JMJD2C inh	proCasp7 act	core dimer inh	Fh CTSL1 inh	procasp3 activ	Efflux pump mplx	PP1 inh	TPT1 inh
COC(=O)N/N=C/c1ccccc1Cl	-0.2	3	3	-4	3	2	-0.2	-3	0
COc1ccc(C(=O)N2c3ccc(F)cc3CCC2C)cc1OC (stereo unspecified)	0.5	-11	-3	-2	-3	-5	0.0	-1	-5
CC(=O)Nc1nnc(SCc2cc(=O)c(OC(=O)c3ccccc3)co2)s1	-0.4	29	3	-3	0	-2	0.0	-2	3
O=C(Nc1cccc(S(=O)(=O)N2CCCCCC2)c1)C1CCC1	-0.8	3	8	2	-9	6	0.1	-4	-1
COC(=O)c1cc(NC(=O)C2C3C=CC(C3)C2C(=O)O)cc(C(=O)OC)c1 (stereo unspecified)	1.4	-12	-1	0	2	-7	0.0	2	3
C=CCn1c(O)c(C(CC)=NCc2cccnc2)c(=O)[nH]c1=O	0.5	-24	-6	-2	0	-2	0.5	-2	-1
COc1cccc(C(=O)NCCCN2CCN(CCCNC(=O)c3cccc(OC)c3)CC2)c1	2.0	6	2	-7	0	2	0.1	-4	-2
Cc1ccc(SCCC(=O)NCC2CCCO2)cc1 (stereo unspecified)	0.8	-12	2	-1	6	-2	0.1	-5	-2
O=C(NCCc1nc2ccccc2[nH]1)c1cc([N+](=O)[O-])cc([N+](=O)[O-])c1	1.4	-4	2	2	-2	6	-0.1	-1	-3
Cc1cc(CN2CCCCC2C(=O)Nc2ccc(Oc3cccnc3)cc2)oc1C (stereo unspecified)	3.4	-3	-1	3	-3	-3	0.2	1	2
O=S(=O)(Cc1ccccc1)N1CCCCC1	1.9	1	9	7	-1	-8	0.0	-3	2
CC(/C=N/NC(=O)c1nnn(-c2nonc2N)c1CN1CCCCC1)=C\c1ccccc1	4.2	-1	-5	13	2	-8	-0.1	3	-1
O=C(CCN1C(=O)c2ccccc2C1=O)NCCCn1ccnc1	0.1	5	4	7	-1	6	0.1	-1	0
Cc1cccc(C)c1NC(=O)C[n+]1cc(-c2ccccc2)n2c1CCC2	2.3	-7	-1	-5	-9	-5	0.0	-7	3
O=C(NC(=S)N1CCN(C/C=C/c2ccccc2)CC1)c1ccc(F)cc1	3.1	-5	4	-7	-5	-9	-0.1	-4	-4
CN(Cc1ccccc1)Cc1nc2c(c(=O)n(C)c(=O)n2C)n1Cc1ccc(F)cc1	-1.7	13	0	5	1	2	-0.1	-3	-1
O=S(=O)(Nc1cccc(-n2cnnn2)c1)c1cc(Cl)ccc1Cl	-4.2	13	-2	-3	-5	1	0.4	-9	-7
O=C(Cn1cnc2c(cnn2-c2ccc(F)cc2)c1=O)NCc1ccco1	-0.4	-2	10	-1	-2	3	0.1	-4	4
CCCCS(=O)(=O)C(=C1Nc2ccccc2N1)S(=O)(=O)CCCC	2.4	4	4	0	-5	-1	0.0	0	2
Cc1[nH]nc2c1C1(CCOC1C)C(C#N)=C(N)O2 (stereo unspecified)	2.2	?	9	-4	-1	5	0.1	-6	-2
C=CCSc1nnc2nc3[nH]c4c(C)cccc4c3nn12	4.1	-15	4	-2	-1	-4	0.1	-2	-4
CC(C)NC(=O)Cn1cnc2c(cnn2-c2ccc(F)cc2)c1=O	0.8	-9	-2	0	0	0	0.0	-4	0
O=C(CSC1CC(=O)N(c2ccc(C(=O)O)cc2)C1=O)Nc1ccc(Cl)cc1 (stereo unspecified)	-1.6	-8	10	-3	-2	-3	0.0	0	-4
CCOC(=O)N1CCN(CC(O)COCc2ccc(OC)c(OC)c2)CC1 (stereo unspecified)	1.4	8	1	-4	-3	-3	0.6	-1	0
CCOC(=O)c1c(N2C(=O)Nc3ccccc3N2O)n[nH]c1-c1cccc(OC)c1	0.3	1	-5	0	-4	-6	-0.3	-1	-2
CCN(CC(=O)Nc1ccc(NC(C)=O)cc1)C(=O)/C=C/c1cn(-c2ccccc2)nc1-c1cccs1	2.3	2	-1	7	4	-1	0.1	-3	-2
O=C(NC(=S)N1CCN(c2ccc([N+](=O)[O-])cc2)CC1)c1ccco1	0.0	-13	-2	10	8	-2	-0.1	3	2
CCOc1cc2[nH]c(=O)n(CCC(=O)NCCc3ccccc3)c(=O)c2cc1OCC	-0.7	-17	3	-6	0	4	0.2	-1	0
Fc1cc(F)cc(NC(=S)NN2CCOCC2)c1	-1.9	8	6	1	-2	12	-0.1	0	-1

Rows are unselected. About 2.9% of those tested had a hit in this group.
